p97 ATPase inh – inhibitors of human p97 ATPase, primary screen, biochemical | recombinant p97 ATPase, Kinase-Glo ATP luminescence, 3 h | actives 0.42% (n = 220,000) | Transitional endoplasmic reticulum ATPase (Homo sapiens), P55072 | inhibition, % at 8 µM; in the data active = inhibition above about 15%;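 note: 0% = DMSO vehicle and 100% = wells lacking enzyme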
FXIIa inh 1536 – human FXIIa protease inhibitors, primary screen, biochemical, 1536-well; purified FXIIa, Boc-QGR-AMC fluorogenic substrate, 2 h; inhibition, % at 5 µM; Coagulation factor XII (Homo sapiens), P00748; actives 0.3% (n = 220,000); in the data active = inhibition above about 40%;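 note: 0% = enzyme with no compound and 100% = blank without enzyme; many of its hits are not listed in these tables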
eIF4E-4G inh – eIF4E–eIF4G protein interaction inhibitors, primary screen, biochemical, uHTS, TR-FRET, eIF4GI fragment | TR-FRET eIF4E-eIF4GI(517-606) binding, 2 h | inhibition, % at 21.7 µM | actives 0.37% (n = 220,000);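 active = inhibition above about 30%, limit read from the data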;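 note: 0% = full FRET control wells and 100% = background wells lacking eIF4GI fragment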
MDM2 E3 inh – MDM2-luciferase reporter signal enhancers, primary screen, MDM2 E3 ligase inhibitor project, cell-based, luminescence, 1536-well; E3 ubiquitin-protein ligase Mdm2 (Homo sapiens), Q00987; cell-based MDM2 ubiquitination luciferase reporter, 2 h; 0 = plate control, 100 = twice control, blank-subtracted; signal enhancement, % at 5 µM; actives 0.11% (n = 210,000); AID 1230, 2008;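 active = signal enhancement of 30% or more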;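 note: luminescence tracks abundance of the self-degrading MDM2-luciferase fusion protein; higher signal means inhibition of MDM2 E3 ligase activity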
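Test system: stable mammalian line carrying autodegrading MDM2–luciferase fusion reporter; quantity: 2000 cells in each well; times: 4 h cell settling then 2 h compound exposure, 37 °C; detection: luminescence with SteadyLite reagent, 15 min at room temperature; evaluation: percent signal gain over controls, blank-subtracted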
Rad51 HR inh – human RAD51 strand exchange inhibitors, primary screen, biochemical, fluorescence; hRad51 DNA strand exchange, fluorescence dequenching; actives 0.085% (n = 200,000); AID 1385, 2008; DNA repair protein RAD51 homolog 1 (Homo sapiens), Q06609; inhibition, % at 10 µM;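 active = inhibition above 40% at the single screening dose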;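 note: 0% = DMSO control wells and 100% = blanks with heterologous ssDNA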
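Test system: preformed human Rad51 ssDNA filaments; also added: Donor/quencher-labelled 47-bp dsDNA substrate; doses: 10 µM final, single point; times: 37 °C 15-min filament assembly, 30-min compound preincubation, 15-min exchange; detection: FRET fluorescence dequenching, excitation 485 nm, emission 520 nm; read-out basis: Fluorescence-based percent inhibition, control- and blank-normalised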
hK5 inh – human KLK5 protease inhibitors, primary screen, biochemical, 1536-well; Kallikrein-5 (Homo sapiens), Q9Y337; recombinant hK5, fluorogenic AMC substrate cleavage; inhibition, % at 5 µM; actives 0.59% (n = 210,000); AID 873, 2007;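 active = inhibition of 40% or more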;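 note: 0% = enzyme controls without compound and 100% = no-enzyme blanks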
Target sequence (Q9Y337 67-293 limits assumed): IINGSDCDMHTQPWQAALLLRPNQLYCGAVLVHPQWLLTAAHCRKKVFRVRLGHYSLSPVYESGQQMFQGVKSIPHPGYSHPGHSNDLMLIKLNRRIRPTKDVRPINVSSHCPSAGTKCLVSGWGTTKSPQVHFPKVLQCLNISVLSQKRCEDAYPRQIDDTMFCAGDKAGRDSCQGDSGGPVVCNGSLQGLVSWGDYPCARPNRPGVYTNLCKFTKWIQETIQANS
14-3-3 Bad inh – inhibitors of 14-3-3 zeta/Bad binding, primary screen, biochemical, TR-FRET, bovine 14-3-3 zeta. 14-3-3 protein zeta/delta (Bos taurus), P63103. TR-FRET 14-3-3zeta/Dy647-pBad peptide displacement, 1 h. inhibition, % at 21.7 µM. actives 0.71% (n = 220,000);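 active = inhibition above about 70%, limit read from the data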;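 note: 0% = full 14-3-3 plus peptide FRET controls and 100% = background without 14-3-3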
Wee1 degr inh – Wee1 degradation inhibitors, primary screen, cell-based, HeLa, Wee1K328M-luciferase, luminescence; Wee1-like protein kinase (Homo sapiens), P30291; HeLa Luc-Wee1K328M stability; 100% = proteasome inhibitor MG132 effect; AID 1321, 2008; reporter increase, % at 5 µM; actives 1.2% (n = 220,000);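 active = activation above the mean of all tested compounds plus 3 SD, set per screening run, cut at about 8.8% in these data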;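 note: cells exposed to compound for 20 h before luminescence read; 0% = DMSO alone and 100% = MG132 at 30 µM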
Target sequence (P30291 whole entry K328M): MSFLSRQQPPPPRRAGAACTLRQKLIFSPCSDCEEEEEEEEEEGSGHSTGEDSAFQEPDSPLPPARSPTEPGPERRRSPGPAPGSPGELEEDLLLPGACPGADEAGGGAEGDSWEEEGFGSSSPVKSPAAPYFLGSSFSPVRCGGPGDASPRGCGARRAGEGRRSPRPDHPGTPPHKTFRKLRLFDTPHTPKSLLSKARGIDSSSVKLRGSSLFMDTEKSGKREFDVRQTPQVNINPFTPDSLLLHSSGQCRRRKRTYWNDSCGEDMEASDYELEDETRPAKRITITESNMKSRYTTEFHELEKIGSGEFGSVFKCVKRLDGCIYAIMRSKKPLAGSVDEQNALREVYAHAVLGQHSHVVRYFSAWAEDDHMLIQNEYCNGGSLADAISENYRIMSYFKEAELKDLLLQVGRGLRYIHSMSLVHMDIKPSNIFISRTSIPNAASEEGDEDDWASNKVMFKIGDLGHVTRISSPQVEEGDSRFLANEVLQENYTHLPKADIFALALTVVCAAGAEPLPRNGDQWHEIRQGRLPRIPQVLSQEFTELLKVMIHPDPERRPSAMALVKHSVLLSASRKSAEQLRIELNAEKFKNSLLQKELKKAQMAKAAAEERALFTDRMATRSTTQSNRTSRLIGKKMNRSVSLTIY
FXIa inh 1536 – human FXIa protease inhibitors, primary screen, biochemical, 1536-well | Coagulation factor XI (Homo sapiens), P03951 | purified FXIa, Boc-Glu-Ala-Arg-AMC fluorogenic substrate | inhibition, % at 5 µM | actives 0.14% (n = 220,000) | AID 798, 2007;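 active = inhibition of at least 40%; inactive = inhibition below 40%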;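 note: fluorescence of freed AMC excited at 355 nm; 0% = enzyme without compound and 100% = no enzyme blank; many of its hits are not listed in these tables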
Active calls of the source: *; x = no result given; [ ] = dose if it differs, or a comment. An unsorted share of the library. About 3.5% of those tested had a hit in this group.

SMILES | p97 ATPase inh | FXIIa inh 1536 | eIF4E-4G inh | MDM2 E3 inh | Rad51 HR inh | hK5 inh | 14-3-3 Bad inh | Wee1 degr inh | FXIa inh 1536
O=C(CCNS(=O)(=O)c1ccc(Br)s1)Nc1ccc(Cl)cc1 | 2 | 3 | -7 | -5 | -3 | -13 | 4 | -1 | -3
CCOc1ccccc1C(=O)N1CCN(C(c2ccccc2)c2ccccc2)CC1 | -2 | 10 | -3 | -29 | -5 | -15 | 2 | 1 | 2
Cc1cn(C2OC(COC(=O)c3ccccc3)C(OC(=O)c3ccccc3)C2OC(=O)c2ccccc2)c(=O)[nH]c1=O (stereo not drawn) | -5 | 13 | 1 | x | -3 | -1 | 4 | -1 | 7
O=C(N/N=C/c1cc2ccccc2nc1Cl)c1ccncc1 | 5 | 5 | -4 | -6 | -1 | -3 | -12 | 3 | -6
Cc1cc(=O)oc2cc(Oc3ncccc3[N+](=O)[O-])ccc12 | 0 | 9 | 6 | -9 | -102 | 0 | 12 | -1 | 8
O=C1Nc2ccccc2N(O)N1c1ccc(S(=O)(=O)N2CCCCCC2)cc1 | -5 | 0 | -2 | -6 | 5 | -20 | -3 | 9.7* | -5
O=[N+]([O-])c1cc(C(F)(F)F)ccc1N/N=C/c1cc2ccccc2nc1Cl | -7 | 3 | -8 | -18 | x | 3 | -9 | 4 | -8
COc1cc(/C=C2/NC(=O)NC2=O)cc(Br)c1OCc1ccc(C(=O)O)cc1 | 1 | -5 | -5 | -9 | -7 | -25 | -5 | -3 | -6
NC(=O)C(c1ccc(Cl)cc1)c1ncc(C(F)(F)F)cc1Cl (stereo not drawn) | -3 | 7 | -11 | 6 | 1 | 0 | 9 | -2 | 7
COc1ccc(NC(=O)C2CCN(c3nc(C)cc(C)n3)CC2)cc1 | 1 | 13 | 2 | x | -4 | 3 | -9[fluorescence artefact?] | -1 | -5
CCCCNC(=S)Nc1cc([N+](=O)[O-])ccc1C | 0 | 7 | 3 | -2 | -3 | -16 | -31[fluorescence artefact?] | 0 | -1
COc1ccc(C(CC(=O)N2CCN(c3ccccc3)CC2)c2c(OC)cc(OC)c3c(-c4ccccc4)cc(=O)oc23)cc1 (stereo not drawn) | x | 6 | 4 | -10 | -6 | 3 | 4 | x | 4
CCOC(=O)c1c(CN2CCCCC2)n(C)c2cc(Br)c(OC)cc12 | 1 | 9 | 7 | -2 | -2 | 4 | -8 | 1 | 4
CC(NS(=O)(=O)c1ccc(CCC(=O)NCC2CCCO2)cc1)c1ccccc1 (stereo not drawn) | -9 | 6 | 6[fluorescence artefact?] | -5 | 0 | -4 | -3 | 0 | 4
C=CCSc1nnc(NC(=O)c2nc(SCC)ncc2Cl)s1 | 3 | 4 | 2 | -8 | -7 | 6 | 3 | 6 | 6
Nc1nc(SCC(=O)NC2CCCCCC2)[nH]c(=O)c1-c1ccccc1 | 1 | 10 | -9 | -10 | -10 | 4 | 2 | -1 | 3
O=C(COC(=O)/C=C/c1cccc(F)c1)Nc1ccccc1-c1ccccc1 | 3 | 24 | 7 | -10 | -3 | -10 | 8 | 4 | 18
Cc1ccc(C(NC(=O)NCCCN2CCOCC2)=C(Cl)Cl)cc1F | 4 | 30 | 1 | -15 | -9 | 1 | 8 | 0 | 24
Cc1ccccc1C(=O)Nc1ccccc1C(=O)NCC(C)C | -5 | -3 | -5 | -8 | 19 | -7 | -1 | 2 | 2
O=C(NCCNC1CCC(c2ccccc2)CC1)c1ccc(F)cc1 (stereo not drawn) | 2 | 8 | 0 | -6 | -4 | -4 | 29 | -2 | 0
COc1cc(NC(=S)N2CCC(C(O)(c3ccccc3)c3ccccc3)CC2)cc(OC)c1 | 0 | 5 | -2 | -3 | -41 | -8 | -7[fluorescence artefact?] | 4 | 4
CCOc1ccccc1N(CC(=O)NC1CCCCC1)C(=O)CNC(=O)c1ccco1 | 5 | 13 | 2 | x | 3 | -10 | -1 | -1 | 2
COc1ccc(NCc2nnc(SCc3ccccc3)n2-c2ccc(OC)cc2)cc1 | -6 | 3 | -3 | -19 | -9 | 2 | 6 | -1 | 2
COC(=O)c1cc2sc(Cl)cc2n1CC(=O)NCC1CCCO1 (stereo not drawn) | 2 | 16 | -7[fluorescence artefact?] | -82 | -3 | -3 | -6[fluorescence artefact?] | 1 | 3
COC(=O)CCCCC1SCC2NC(=O)NC21O (stereo not drawn) | 2 | 8 | -4 | -7 | -5 | -16 | -3 | 0 | 0
CC(C)Nc1nc(Oc2ccc(Cl)cc2Cl)cc(C(F)(F)F)n1 | 2 | 12 | 3 | -3 | -10 | -43 | -3 | -3 | 1
COc1ccc(N2C(=O)CC(Sc3n[nH]c(-c4ccc(C)cc4)n3)C2=O)cc1 (stereo not drawn) | 7 | 7 | 3 | 3 | 4 | 4 | -12 | 0 | -1
CCC(C)(C)NC(=O)/C=C/c1cc(OC)c(OC)c(S(=O)(=O)N2CCc3ccccc32)c1 | 2 | 1 | -3 | -4 | -19 | -12 | -26 | 8 | -5
CCOc1cc(-c2noc(CCC(=O)Nc3cccnc3)n2)ccc1OC | 4 | 8 | 1 | -12 | -6 | -4 | 2 | 2 | -5
COC(=O)c1ccccc1NC(=O)CSc1nnnn1C1CCCCC1 | -5 | 4 | 3 | -6 | 8 | -10 | 1[fluorescence artefact?] | 2 | -4
CCn1c(=O)c([N+](=O)[O-])c(Cl)c2ccccc21 | 2 | 10 | 2 | 1 | -8 | 3 | 7 | -5 | 0
CCn1cc(-c2cc(C(F)(F)F)n3nc(C(=O)O)cc3n2)c(C)n1 | 4 | 9 | -4 | -17 | 2 | -9 | 1 | -2 | -3
Cc1nn(-c2ccccn2)c2c1C(c1ccccc1Cl)C1=C(N2)c2ccccc2C1=O (stereo not drawn) | 3 | 8 | -3 | -14 | 9 | 0 | 4 | 1 | -2
Cc1cc(NC(=O)CSc2nnc(N)s2)c([N+](=O)[O-])cc1C | 9 | 3 | -1 | 0 | 2 | -5 | -2 | -3 | -9
CCN(c1ccccc1)S(=O)(=O)c1ccc(Cl)c(NC(=O)COC(=O)c2ccc[n+]([O-])c2)c1 | 2 | 12 | 0 | -11 | -37 | 6 | -6 | 0 | 2
O=C(Nc1cccc(F)c1)N1CCC(n2c(=O)[nH]c3ccccc32)CC1 | 1 | 8 | 1 | -6 | 13 | 1 | -4 | 3 | 1
Cc1cc(C(=O)C(=O)N(C)C)c(C)n1-c1ccc(Cl)c(Cl)c1 | -5 | 13 | -4 | -3 | 3 | 12 | -3 | -3 | 6
CCOC(=O)c1cccnc1SC(CC)C(=O)N1CCOCC1 (stereo not drawn) | -7 | 9 | -21 | -7 | -4 | 3 | 12 | 4 | 4
CN1CCN(C(CNS(=O)(=O)c2ccc(Cl)cc2)c2cccnc2)CC1 (stereo not drawn) | -1 | 12 | -1 | -10 | -3 | 42* | -4 | -1 | 2
CCCCCC(=O)c1c(C)[nH]c(C(=O)OCC)c1C | 1 | 13 | 2 | 10 | x | -9 | -1 | -2 | 9
CC(NC(=O)CN1CCC(C(N)=O)CC1)c1ccccc1 (stereo not drawn) | 5 | 2 | 4 | -10 | -14 | -17 | -17 | 1 | -1
CCN(CC)C(=O)CN(c1cccc(OC)c1)S(=O)(=O)c1ccc(C)cc1 | -3 | 17 | 0[fluorescence artefact?] | -1 | -4 | 3 | 5[fluorescence artefact?] | 0 | -8
O=C(COc1ccc2c(c1)OCO2)Nc1ccccc1C(F)(F)F | -3 | 0 | 0 | -7 | -3 | -20 | 4 | 6 | 12
CCOc1ccccc1C(=O)Nc1nccs1 | 2 | 11 | -9 | -13 | 134* | 1 | 1 | 2 | 20
CCOc1cc(C(=O)O)cc(Cl)c1OC | 3 | 16 | -1[fluorescence artefact?] | 8 | -5 | -8 | -3 | 0 | 7
CC(=Nc1ccccc1C)C1=C(O)CSC1=O | -8 | 13 | 9 | -19 | 6 | -9 | -4 | -2 | 4
O=C(N/N=C/c1ccco1)c1cc(-c2cccc3ccccc23)n[nH]1 | 6 | 11 | 2[fluorescence artefact?] | 8 | -3 | -16 | -13 | -4 | 9
CCOC(=O)C1C(=O)NC(N2CCOCC2)=NC1C(C)C (stereo not drawn) | 3 | 15 | 3 | 0 | 0 | 6 | 2 | -1 | -85

Entries of single compounds, looked up by structure. Order of values: p97 ATPase inh, FXIIa inh 1536, eIF4E-4G inh, MDM2 E3 inh, Rad51 HR inh, hK5 inh, 14-3-3 Bad inh, Wee1 degr inh, FXIa inh 1536
Listed for CN1CCN(C(CNS(=O)(=O)c2ccc(Cl)cc2)c2cccnc2)CC1 (stereo not drawn) → -1, 12, -1, -10, -3, 42*, -4, -1, 2
Listed for CCOc1cc(C(=O)O)cc(Cl)c1OC → 3, 16, -1[fluorescence artefact?], 8, -5, -8, -3, 0, 7
Listed for CCOC(=O)C1C(=O)NC(N2CCOCC2)=NC1C(C)C (stereo not drawn) → 3, 15, 3, 0, 0, 6, 2, -1, -85
Listed for CCN(CC)C(=O)CN(c1cccc(OC)c1)S(=O)(=O)c1ccc(C)cc1 → -3, 17, 0[fluorescence artefact?], -1, -4, 3, 5[fluorescence artefact?], 0, -8
Listed for CC(NC(=O)CN1CCC(C(N)=O)CC1)c1ccccc1 (stereo not drawn) → 5, 2, 4, -10, -14, -17, -17, 1, -1

Remaining list, next part:
SMILES | p97 ATPase inh | FXIIa inh 1536 | eIF4E-4G inh | MDM2 E3 inh | Rad51 HR inh | hK5 inh | 14-3-3 Bad inh | Wee1 degr inh | FXIa inh 1536
Cc1ccc(NC(=O)c2c(Cl)nc3ccccn23)cc1 | 2 | 6 | 0 | 4 | 2 | 2 | -5 | -1 | -2
C=CCN1C(=O)/C(=C/c2ccc(OCC(=O)O)cc2)S/C1=N/c1nccs1 | 0 | 11 | 5[fluorescence artefact?] | -3 | 2 | -18 | -6[fluorescence artefact?] | -2 | 11
Cc1ccc(C(=O)N2CCCC(C(=O)c3ccc(Oc4ccccc4)cc3)C2)cn1 (stereo not drawn) | -3 | 8 | 1 | -7 | -9 | x | -12 | -3 | -3
C/C(=N\NC(=O)Cn1nc(C)c([N+](=O)[O-])c1C)c1ccc(Cl)s1 | -4 | 11 | 3 | -1 | 0 | 2 | 1 | 1 | 1

From PubChem BioAssay
